Bioassay records: PubChem BioAssay, NCI
Growth percent in the NCI-60 one-dose screen (48 h, 10 µM unless noted): 100 = growth as untreated, 0 = no growth, -100 = all killed.
NCI-H322M: NCI-H322M lung cancer | 2.7% of 80,000 active
RXF 393: RXF 393 renal cancer cells; 6.9% of 77,000 active
NCI-H522: NCI-H522 lung cancer; 8% of 78,000 active; AID 1794739
NCI-H460: NCI-H460 lung cancer | 6.8% of 82,000 active | AID 1794736
HT29: HT29 colon cancer; AID 1794748; 7.4% of 81,000 active
COLO 205: COLO 205 colon cancer | 7.3% of 79,000 active
NCI-H226: NCI-H226 lung cancer; 3.5% of 79,000 active; AID 1794732
A498: A498 renal cancer cells; 5.4% of 76,000 active; AID 1794774
NCI-H23: NCI-H23 lung cancer | 4% of 80,000 active
Starred values were filed as active, the others as inactive; / = not tested or not shown; & = joins results of further samples; [ ] = remark or other dose. Rule for the calls: active = growth percent below 10; inactive = the rest.

(1) CC(C)N(CCOc1ccc(-c2nc3sccn3c2-c2ccnc(S(C)(=O)=O)n2)cc1)C(C)C
(2) COc1cc(NC(=O)CSc2nnc(-c3ccc(-c4nc5ccccc5[nH]4)cc3)o2)cc(OC)c1OC
(3) C=CC(=O)N1CCN(c2cccc(Oc3nccc(Nc4nnc(-c5ccccc5OC)s4)n3)c2)CC1
(4) O=C1CCN(Cc2ccccc2)C(=O)N1
(5) OC(c1ccccc1)c1ccc(-c2ccccc2)cc1 (stereo unspecified)
(6) S=c1[nH]nc(-c2ccc(Cl)cc2)s1
(7) CC(=O)Nc1ccc(-n2cnc3cc(-c4ccc(O)cc4)ccc32)cc1C(F)(F)F
(8) O=P(OCC(O)CO)(OCC(O)CO)C(c1ccccc1)(c1ccccc1)c1ccccc1 (stereo unspecified)
entry no.	1	2	3	4	5	6	7	8
NCI-H322M	/	97	84	98	107	113	41	79
RXF 393	93	106	72	125	99	116	26	61
NCI-H522	-27*	58	75	97	81	88	-34*	/
NCI-H460	102	99	96	109	94	106	9.2*	116
HT29	60	81	116	109	102	91	26	102
COLO 205	87	113	110	111	113	123	44	133
NCI-H226	88	114	64	106	93	105	45	102
A498	60	175	80	94	93	85	57	102
NCI-H23	90	67	81	111	108	103	21	110

(9) O=C(O)CCNS(=O)(=O)c1ccc(-c2ccccc2)cc1
(10) O=S(=O)(Oc1ccc(Br)cc1)c1ccc(Cl)cc1
(11) CC(C)C1=CC2=CC[C@H]3C(C)(C)C[C@@H](O)C[C@]3(C)[C@H]2CC1
(12) CCOc1ccc(C(C)=O)cc1
(13) CCCN=C1NC(=O)/C(=C/c2nc(-c3ccc(OC)cc3)n3ccccc23)S1
(14) CCOC(SCC)C(Nc1ccc([N+](=O)[O-])cc1[N+](=O)[O-])C(OC(C)=O)C(OC(C)=O)C(COC(C)=O)OC(C)=O (stereo unspecified)
(15) COc1ccc(/C(C)=N/N=C2C(=O)Nc3ccc(Cl)cc32)cc1S(N)(=O)=O
(16) COc1nc2cc(C)ccc2cc1-c1nc2c(cnn2-c2ccc(Br)cc2)c(=O)[nH]1
entry no.	9	10	11	12	13	14	15	16
NCI-H322M	129	97	104	118	82	103	82	97
RXF 393	/	114	99	/	55	103	89	95
NCI-H522	98	97	73	98	88	88	66	97
NCI-H460	114	110	104	103	37	103	93	74
HT29	110	99	88	107	99	106	98	113
COLO 205	111	108	112	109	109	107	105	116
NCI-H226	92	100	89	104	85	95	78	99
A498	115	87	81	116	103	91	94	106
NCI-H23	98	89	101	101	78	91	95	85

(17) CC(C)CNC(=S)N/N=C/c1ccccc1
(18) O=C(CCCSc1nc(-c2ccccc2)cc(-c2ccc(Cl)cc2)n1)NO
(19) CC(C)CC1C(C)(c2ccccc2)CC1(C)c1ccccc1 (stereo unspecified)
(20) COc1cc2c(c(OC)c1OC)-c1ccc(NN(C(=O)c3ccccc3)C(=O)c3ccccc3)c(=O)cc1[C@@H](NC(C)=O)CC2 (tested in a mixture with another compound)
(21) NC(=S)N/N=C\c1c[nH]c2nccnc12
(22) CC(O)c1ccc(NC(=O)C2CCN(c3nc(C(F)(F)F)ccc3C#N)CC2)cc1 (stereo unspecified)
(23) CN(C)c1ccc2c(c1)C(Br)c1ccccc1-2 (stereo unspecified)
(24) Cc1cc(O)c(C(C)C)cc1N
entry no.	17	18	19	20	21	22	23	24
NCI-H322M	95	/	99	18	110	101	108	102&122
RXF 393	104	-19*	123	38	111	/	104	115&119
NCI-H522	84	7.3*	89	-8.4*	92	/	99	87&82
NCI-H460	110	-9.8*	101	18	109	95	108	103&121
HT29	92	20	98	6.3*	99	41	108	116&101
COLO 205	114	10	95	/	107	101	/	126&130
NCI-H226	106	11	106	73	/	/	103	93&108
A498	93	-15*	99	15	88	73	98	90&92
NCI-H23	85	9.4*	106	27	102	85	94	93&98

Copied from the results shown, 4 compounds:
(21) NC(=S)N/N=C\c1c[nH]c2nccnc12
(22) CC(O)c1ccc(NC(=O)C2CCN(c3nc(C(F)(F)F)ccc3C#N)CC2)cc1 (stereo unspecified)
(23) CN(C)c1ccc2c(c1)C(Br)c1ccccc1-2 (stereo unspecified)
(24) Cc1cc(O)c(C(C)C)cc1N
entry no.	21	22	23	24
NCI-H322M	110	101	108	102&122
RXF 393	111	/	104	115&119
NCI-H522	92	/	99	87&82
NCI-H460	109	95	108	103&121
HT29	99	41	108	116&101
COLO 205	107	101	/	126&130
NCI-H226	/	/	103	93&108
A498	88	73	98	90&92
NCI-H23	102	85	94	93&98

Continuation.
(25) O=C(Cl)c1ccccc1C(=O)Cl
(26) O=C(Nc1ccccc1N1CCCC1=O)c1oc2ccc(F)cc2c1-c1cnn(-c2ccccc2)c1
(27) Cc1ccccc1C(=O)NNC(=O)c1ccccc1
(28) NC(=S)N/N=C/c1ccc(F)cc1
(29) CC(C)NNC(=O)c1ccccc1
(30) O=C(N/N=C/c1ccc(Br)cc1)c1cc(-c2nc3ccccc3[nH]2)nc2ccccc12
(31) c1nc(NCC2CCCO2)cc(Nc2ccc(OCCN3CCCC3)cc2)n1 (stereo unspecified)
(32) Cc1ccc(C(=N)c2ccccc2Cc2cccc3ccccc23)c(C)c1
entry no.	25	26	27	28	29	30	31	32
NCI-H322M	115	63[50 µM]	104	112	104	99	96	87
RXF 393	133	26[50 µM]	98	119	115	94	118	103
NCI-H522	/	13[50 µM]	92	/	118	82	77	41
NCI-H460	107	28[50 µM]	104	105	110	103	110	85
HT29	104	62[50 µM]	104	/	105	96	77	73
COLO 205	112	47[50 µM]	95	140	109	99	113	136
NCI-H226	105	39[50 µM]	89	106	101	101	103	89
A498	128	29[50 µM]	90	74	/	57	94	168
NCI-H23	116	62[50 µM]	94	101	101	94	102	83

(33) COc1cc(-c2nc3sccn3c2-c2ccnc(SC)n2)ccc1F
(34) COc1ccc(-c2cn(Cc3ccc4c(Br)cc(Br)c(O)c4n3)nn2)cc1
(35) COc1cc(OC)c(/C=C/C(=O)c2c(O)cc(OC)c(C3CCN(C)CC3)c2OC)c(OC)c1
(36) Clc1ccc2c(N3CCN(c4ccnc(Cl)n4)CC3)ccnc2c1
(37) COc1ccccc1OS(=O)(=O)c1ccc(C)cc1
(38) O=CNc1ccc2c3c(cccc13)CC2
(39) CCOC(=O)C1=C(N)N(c2ccc(Cl)cc2)C2=C(C(=O)CC(C)(C)C2)C1c1ccccc1Br (stereo unspecified)
(40) CCCCCCCCCCCC(=O)NCC(=O)O
entry no.	33	34	35	36	37	38	39	40
NCI-H322M	91	100	-16*	87	100	100	98	113
RXF 393	88	92	-75*	82	115	108	95	108
NCI-H522	83	59	-80*	63	91	88	57	93
NCI-H460	91	105	-75*	94	107	102	57	105
HT29	77	90	-73*	79	101	98	56	111
COLO 205	98	107	-97*	88	109	110	55	119
NCI-H226	86	101	-48*	90	102	84	86	99
A498	89	100	18	56	/	100	116	104
NCI-H23	87	96	-59*	95	97	89	87	109

Among those listed so far, these contain two or more sulfur atoms.
(1) CC(C)N(CCOc1ccc(-c2nc3sccn3c2-c2ccnc(S(C)(=O)=O)n2)cc1)C(C)C
(6) S=c1[nH]nc(-c2ccc(Cl)cc2)s1
(33) COc1cc(-c2nc3sccn3c2-c2ccnc(SC)n2)ccc1F
entry no.	1	6	33
NCI-H322M	/	113	91
RXF 393	93	116	88
NCI-H522	-27*	88	83
NCI-H460	102	106	91
HT29	60	91	77
COLO 205	87	123	98
NCI-H226	88	105	86
A498	60	85	89
NCI-H23	90	103	87

More records follow:
(41) ClC(Cl)(Cl)C(=NNc1ccccc1)C(Cl)(Cl)Cl
(42) CCOC(=O)c1cn2c3c(cccc3c1=O)C(=O)/C(=C/c1ccc(F)cc1)C2
(43) COc1cc(-c2csc(NC(=O)Nc3ccc(F)cc3F)n2)cc(OC)c1OC
(44) O=C(O)c1cc(N=Nc2ccc(-c3ccc(N=Nc4c(S(=O)(=O)O)cc5ccc(Nc6ccccc6)cc5c4O)cc3)cc2)ccc1O
(45) N#Cc1c2c(nn(-c3ccccc3)c1=O)C(O)=C([N+](=O)[O-])C(c1ccccc1)C2 (stereo unspecified)
(46) CN(Cc1ccccc1)/N=N/c1nc[nH]c1C(N)=O
(47) Cc1ccc(NC(=O)NCc2ccco2)cc1[N+](=O)[O-]
(48) COC1=CC(=O)C(C)=CC1=O
entry no.	41	42	43	44	45	46	47	48
NCI-H322M	105	92	81	95	93	104	94	83
RXF 393	105	68	64	112	50	90	98	/
NCI-H522	102	80	47	90	78	99	103	118
NCI-H460	104	95	76	113	92	92	102	108
HT29	119	95	79	100	94	103	101	100
COLO 205	106	101	93	114	99	98	113	136
NCI-H226	78	94	51	116	102	82	/	103
A498	107	92	75	99	91	109	90	123
NCI-H23	101	95	74	93	86	113	102	100

An excerpt from above in order of SMILES length, largest number first.
(42) CCOC(=O)c1cn2c3c(cccc3c1=O)C(=O)/C(=C/c1ccc(F)cc1)C2
(47) Cc1ccc(NC(=O)NCc2ccco2)cc1[N+](=O)[O-]
(48) COC1=CC(=O)C(C)=CC1=O
entry no.	42	47	48
NCI-H322M	92	94	83
RXF 393	68	98	/
NCI-H522	80	103	118
NCI-H460	95	102	108
HT29	95	101	100
COLO 205	101	113	136
NCI-H226	94	/	103
A498	92	90	123
NCI-H23	95	102	100

Later entries:
(49) Nc1ccc2c(c1)C(=O)CCC2
(50) Nc1cc(=O)n(C(=O)CSc2ncnc3c2c(-c2ccccc2)c(-c2ccccc2)n3-c2cccc(Cl)c2)[nH]1
(51) C(=N\N1CCCCCC1)/c1ccc(OCc2ccccc2)cc1
(52) O=C1Nc2ccc(Br)cc2C1=O
(53) O=C(O)CSC(=S)c1ccccc1
(54) COc1ccc(/C(Cl)=N/N=C(\Cl)c2cc(OC)c(OC)c(OC)c2)cc1OC(C)=O
(55) Nc1nc(=S)c2ncn(C3OC(CO)CC3O)c2[nH]1 (stereo unspecified)
(56) Cc1ccc2[nH]c(=O)cc(NNC(=S)Nc3ccccc3)c2c1
entry no.	49	50	51	52	53	54	55	56
NCI-H322M	/	96	137	102	101	95	97	98
RXF 393	113	98	113	119	109	101	/	111
NCI-H522	100	91	93	100	83	50	91	87
NCI-H460	104	105	104	102	104	97	97	102
HT29	105	112	97	100	94	79	114	111
COLO 205	110	103	112	106	110	99	104	99
NCI-H226	86	61	102	93	95	95	119	90
A498	90	107	97	107	90	90	140	108
NCI-H23	99	82	99	98	96	99	102	96

(57) OCC[C@@H]1C[C@H]1c1ccc2ccccc2c1
(58) O=C(O)CCCN1C(=O)C2C3CCC(C3)C2C1=O (stereo unspecified)
(59) O=C(CSc1nnc(COc2cnc3ccccc3n2)o1)Nc1ccc(Cl)c(Cl)c1
(60) O=C(Nc1ccccc1)Nc1ccc(F)cc1
(61) CCNC(=O)c1[nH]cc(-c2ccccc2)c1-c1ccccc1OC
(62) Cc1ncc([N+](=O)[O-])n1CCO
(63) O=c1[nH]nnc2ccccc12
(64) Cc1cccc(C)c1/C=C1\CN(C(=O)OC(C)(C)C)C/C(=C\c2c(C)cccc2C)C1=O
entry no.	57	58	59	60	61	62	63	64
NCI-H322M	108	107	96	114	103	103&98&110	108	96
RXF 393	114	84	106	113	93	124&103	153	100
NCI-H522	101	88	81	98	92	104&93&102	94	82
NCI-H460	108	116	103	116	101	112&108&106	110	108
HT29	92	100	101	118	102	107&113&111	112	93
COLO 205	108	119	108	118	116	108&122&121	101	131
NCI-H226	96	/	95	103	107	106&92&91	133	101
A498	107	105	90	72	79	102&119&117	105	63
NCI-H23	90	101	84	98	101	93&102&89	102	89

(65) Nc1nc2ccccc2[nH]1
(66) O=S(=O)(NCCCNc1nccc(-n2cnc3ccccc32)n1)c1cccc(F)c1
(67) Cc1c(Cc2ccccc2)c(=O)oc2c(C)c(OCC(=O)NN3C(=O)CCC3=O)ccc12
(68) CN(C)c1ccc(/C=C(\C#N)c2nc3ccccc3s2)cc1
(69) CCn1cc(-c2ccnc(NCCNS(=O)(=O)c3cccc4ccccc34)c2)c(-c2cccc(O)c2)n1
(70) CN1C(=O)N(C)C2NC(N/N=C/c3ccccc3O)=NC21 (stereo unspecified)
(71) CC(=O)c1c(OC(C)C(=O)O)ccc2ccccc12 (stereo unspecified)
(72) CCOP(=O)(OCC)c1nc(-c2ccccc2)oc1N1CCCCC1
(73) COc1ccc2c(c1)C(=O)/C(=C/c1ccc([N+](=O)[O-])o1)O2
entry no.	65	66	67	68	69	70	71	72	73
NCI-H322M	110&92	124	92	87	99	89	/	101	/
RXF 393	119&104	113	101	116	93	/	111	120	-78*
NCI-H522	106&117	79	86	93	105	97	103	89	-85*
NCI-H460	111&100	99	105	103	102	102	104	106	-47*
HT29	100&101	111	95	100	93	109	101	104	-63*
COLO 205	112&108	97	/	123	112	105	110	119	-82*
NCI-H226	103&97	83	89	101	94	98	107	102	-14*
A498	110&90	80	98	112	92	79	85	81	-50*
NCI-H23	98&104	99	94	102	100	100	/	105	-59*

This is a random part of the collection. About 12% of those tested had a hit in this group.
